aSyn tox rescue = qHTS of alpha-syn Inhibitors: NCGC Sytravon Library Screen | S. cerevisiae alpha-synuclein toxicity rescue, BacTiter-Glo growth, 24 h | Potency, µM (highest dose often 46.1 µM), for the others: at the highest dose growth rescue (activation), usual class: activators | 94,000 tested, 0.02% active; active = well fitted activation curve with a large enough effect; inconclusive = small, poorly fitted or top-dose-only effect; also: 0% is about no effect
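Growth restoration measured by BacTiter-Glo luminescence after 24 hr at 30 deg C; alpha-synuclein yeast, raffinose-pregrown to mid-log, were added at OD600=0.02 in galactose medium onto pinned compounds.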
Numbers without * were called inactive; ? = inconclusive. Potency is read from the fitted curve at half-maximal effect. A portion of the library. The share of hits here may be higher or lower than overall.

SMILES	aSyn tox rescue
Cc1cc(Cl)ccc1NC(=O)C1CCCN(c2nnc(C)c3c(C)n(-c4ccccc4)nc23)C1 (stereo not given)	-8.7%
O=C(CSc1nc2ccccc2nc1Cc1ccc(Cl)cc1)N1CCN(c2ccccc2F)CC1	-1.5%
CCOC(=O)c1ccccc1NC(=O)CN(c1ccccc1OC)S(=O)(=O)c1ccc(C)cc1	3.6%
Cc1ccc(S(=O)(=O)N2CCC(Oc3ccc(-n4cnnn4)cc3)CC2)cc1	1.1%
Cc1ccc(NC(=O)COC(=O)CNC(=O)c2ccc(Cl)cc2Cl)cc1S(=O)(=O)N1CCOCC1	8.2%
COC(=O)c1cc(NC(=O)c2oc(=O)c3ccccc3c2-c2ccccc2)cc(C(=O)OC)c1	2.7%
CCOC(=O)c1c(NC(=O)c2cc3nc(-c4ccc(Br)cc4)cc(C(F)(F)F)n3n2)sc(C(C)=O)c1C	-0.2%
O=C1CC(c2ccccc2C(F)(F)F)c2c(c3ccccc3[nH]c2=O)O1 (stereo not given)	3.4%
CC(=O)c1ccc(NC(=O)CSc2nnc3c(n2)[nH]c2ccccc23)cc1	-0.2%
CCCCN(C)CCNC(=O)c1nn(-c2ccc(OC)c(Cl)c2)c(=O)c2c1c1ccccc1n2C	-7.5%
O=C(CCC(=O)N1CCOc2ccccc21)N1CCN(c2ccccc2)CC1	2.7%
CC(C)C(=O)Nc1cccnc1	-0.9%
O=C(Nc1ccc(Cl)cc1)Nn1cnc2ccccc2c1=O	-2.7%
CCOC(=O)Cc1csc(NC(=O)CCC(=O)O)n1	-10.2%
CC1CC(C)CN(S(=O)(=O)c2ccc(NC(=O)C3COc4ccccc4O3)cc2)C1 (stereo not given)	8.8%
COc1ccc(CCNC(=O)COC(=O)c2cccs2)cc1	-1.0%
O=C(COc1ccc(S(=O)(=O)N2CCOCC2)cc1)Nc1ccccc1F	0.5%
CCCOc1ccc(-c2nonc2NC(=O)COc2ccc(C)cc2)cc1OCCC	-9.1%
CCS(=O)(=O)N1CCc2cc(C(=O)Nc3cc(OC)c(Cl)cc3OC)ccc21	2.5%
CCn1cc2nc(SCc3ccccc3F)n(Cc3ccc(C)cc3)c(=O)c2n1	0.1%
CCCCOc1ccc(CNC(=O)c2cnc3sc(N4CCCC4)nn3c2=O)cc1	0.9%
CCC/C=C/c1ccc(CN2C(CC(C)C)C(=O)N(Cc3cn(CCC4OCCO4)nn3)CCS2(=O)=O)cc1 (stereo not given)	?
Cc1cccc(NC(=O)CCNS(=O)(=O)c2ccc3c(c2)CCN3C(=O)C2CC2)c1	-7.1%
COc1ccc(-c2[nH]ncc2CNCCCSC)cc1F	6.5%
CC(=O)C(Cc1ccccc1)NC(=O)COC(=O)c1cc(S(=O)(=O)N2CCOCC2)ccc1F (stereo not given)	4.1%
CCCCN(c1ccccc1)S(=O)(=O)c1ccc2c(c1)CC(C)N2C(=O)C1CC1 (stereo not given)	-13.5%
O=C(O)/C=C/c1ccc(S(=O)(=O)Nc2ccc(C(=O)NCC(=O)O)cc2)cc1	4.0%
CN(C)S(=O)(=O)c1ccc(NC(=O)CSc2nc3ccccc3n2-c2ccccc2)cc1	-5.8%
CCOc1ccc(CNC(=O)c2ccc3c(c2)sc2nc(-c4ccc(OC)cc4)cn23)cc1	1.1%
CC1CCC(NC(=O)c2ccc3c(c2)N(Cc2ccccc2)C(=O)c2ccccc2S3(=O)=O)CC1 (stereo not given)	-6.2%
CC1(C)C(=O)N(CC(=O)Nc2ccc(OC(F)(F)F)cc2)c2ccccc21	2.7%
CCn1ccc2c(OCC(=O)NCc3ccccc3)cccc2c1=O	1.5%
COc1ccc(N2CCN(C(=O)c3ccc(CS(=O)c4cccc(Cl)c4)o3)CC2)cc1 (stereo not given)	14.1%
COC(=O)c1ccc(NC(=O)c2cc(S(=O)(=O)N3CCC(C)CC3)cn2C)cc1	-5.0%
O=C(COc1ccc2ccccc2c1)N1CCN(C(=O)c2ccc([N+](=O)[O-])cc2)CC1	7.2%
O=S(=O)(Nc1cccc(-c2nc3cccnc3s2)c1)c1ccc2c(c1)OCCO2	3.4%
CCOC(=O)c1cc(S(=O)(=O)N2CCN(c3cccc(OC)c3)CC2)[nH]n1	-3.2%
Cc1cc(Nc2cccc(C(F)(F)F)c2)nc2ccc(NC(=O)c3ccc(=O)[nH]c3)cc12	0.4%
COc1ccc(CCNC(=O)C2(c3cccs3)CCOCC2)cc1	-1.5%
O=C(Cc1ccccc1)NCC(=O)N1CCN(c2ccc(F)cc2)CC1	11.0%
Cc1ccc(Cn2cc(C(=O)c3ccc(F)cc3)c(=O)c3cc4c(cc32)OCO4)cc1	6.4%
CCOC(=O)C(C)Sc1ccc2nnc(CCNS(=O)(=O)c3ccc(C)cc3)n2n1 (stereo not given)	2.8%
COC(=O)CN1C(=O)C(C)(C)c2cc(S(=O)(=O)Nc3ccc(Br)cc3F)ccc21	-1.5%
Cc1ccc(C)c(N2CCN(S(=O)(=O)c3csc(C(N)=O)c3)CC2)c1	0.2%
CCC1Oc2ccc(C)cc2N(CC(=O)N2CCN(c3ccccc3OC)CC2)C1=O (stereo not given)	20.9%
CCOC(=O)c1noc2ncn(CC(=O)O)c(=O)c12	8.2%
Cn1ncc(C(=O)Nc2ccc(Cl)cc2)c1C(F)(F)F	-15.4%
COc1cc2ccccc2cc1C(=O)Nc1ccc2oc(-c3cc(Br)ccc3Cl)nc2c1	-2.3%
CCOC(=O)c1c(NC(=O)CSc2cn(CCNC(=O)c3cccc(C(F)(F)F)c3)c3ccccc23)sc2c1CCC2	1.3%
CC(=O)c1cccc(NC(=O)CN2C(=O)CN(C)C(=O)c3ccccc32)c1	-0.6%
CCCc1cc(=O)[nH]c2nnc(SCC)n12	1.6%
CCc1ccc(NC(=O)Cn2c(=O)n(CCCC(=O)NCc3ccccc3Cl)c(=O)c3ccccc32)cc1	-4.1%
COc1ccc(C2=NOC(C(=O)NCc3cccnc3)C2)cc1OC (stereo not given)	-10.0%
COC(=O)CN1C(=O)CSc2ccc(S(=O)(=O)Nc3ccc(C(C)=O)cc3)cc21	2.2%
CC1(C)CC(N2CCN(Cc3ccccc3)CC2)=CC(=[N+]2CCCCC2)C1	4.0%
Cc1cc(OCC(=O)Nc2nnc(C3CC3)s2)ccc1Cl	0.4%
COc1ccc(NC(=O)NCCCN2CCN(c3cc(C)ccc3C)CC2)cc1	-0.4%
Cc1ccc(N(CC(C)C)S(=O)(=O)c2nnc(NC(=O)c3cccs3)s2)cc1	-0.5%
Cc1cc(C)c(NC(=O)Cn2c(=O)n(CCc3ccccc3)c(=O)c3ccccc32)c(C)c1	-0.9%
Cc1ccc(-c2c3c(=O)n(C)c(=O)n(C)c3cn2-c2cc(C)ccc2O)cc1	-7.7%

Further structures follow:
SMILES	aSyn tox rescue
COc1ccc(S(=O)(=O)N(CC(=O)NCc2ccncc2)Cc2ccccc2)cc1	-1.7%
COc1ccc(NC(=O)CSc2oc(-c3cccs3)nc2S(=O)(=O)c2ccc(C)cc2)c(OC)c1	3.0%
Cc1ccc2c(cnn2C(=O)CCC(=O)N2CCCCC2)c1	6.6%
COc1cc(CCC(=O)OCC(=O)Nc2ccc(F)c(F)c2F)cc(OC)c1OC	2.6%
Cc1c(Cc2ccc3c(c2)OCO3)sc(NC(=O)c2cccc3ccccc23)c1C(N)=O	-3.4%
COC(=O)c1cc2oc3ccccc3c2n1CC(=O)Nc1cccc(SC)c1	-5.9%
COC(=O)c1ccc(NC(=O)CSc2nnc3c4ccccc4n(C(C)C)c3n2)cc1	17.3%
CC1=C(C(=O)N(C)C)C(c2ccccc2OC(F)F)NC(=O)N1 (stereo not given)	-4.4%
COc1ccc(-c2[nH]ncc2CN2CCC(c3ccncc3)CC2)cc1F	-5.5%
Cc1cc(C)c2oc(-c3cccc(NC(=O)c4ccco4)c3)nc2c1	-12.4%
COc1cc2c(cc1OC)CN(CC(=O)NC(=O)NC1CCCCC1)CC2	-0.3%
COc1ccc(C(=O)/C=C2/C(=O)Nc3ccccc32)cc1OC	-0.5%
COc1cccc(NC(=O)N(C)C[C@@H]2OCc3cnnn3CCCC(=O)N([C@@H](C)CO)C[C@H]2C)c1	11.2%
Cc1ccc(NC(=O)C(Cc2ccccc2)NS(=O)(=O)c2ccc3c(c2)oc(=O)n3C)cc1F (stereo not given)	-5.3%
Cc1ccc(C2Nc3cc(C)c(C)cc3-n3c(-c4ccccc4)c4c(=O)n(C)c(=O)n(C)c4c32)o1 (stereo not given)	1.0%
CC(=O)c1cccc(NC(=O)Cn2c(SCC(=O)Nc3ccc(F)cc3)nc3ccccc32)c1	-2.3%
CCN(CCn1cccn1)Cc1nc(-c2ccc(C(=O)OC)cc2)no1	7.4%
Cn1cc(Br)c(C(=O)Nc2sc3c(c2C(N)=O)CCCC3)n1	-0.5%
O=S(=O)(NCCc1csc2nc(-c3ccc(F)cc3)nn12)c1ccc(Oc2ccccc2)cc1	4.3%
CCc1ccccc1Nc1sc(C(=O)c2cccc(OC)c2)c(N)c1S(=O)(=O)c1ccccc1	10.0%
CC(=O)Nc1ccc(NC(=O)CSc2cn(CC(=O)N(C(C)C)C(C)C)c3ccccc23)cc1	0.7%
CC1CCn2c(nc3cc(C(=O)NCCc4ccc(Cl)cc4)ccc32)C1 (stereo not given)	-5.8%
CCOc1ccc(CCNC(=O)COC(=O)CSc2ccc(C)cc2)cc1OCC	3.1%
CC(=O)c1cccc(NC(=O)C2CCN(S(=O)(=O)c3ccc4c(c3)oc(=O)n4C)CC2)c1	-4.6%
CNC(=O)C(=O)NCC(c1ccc2c(c1)OCO2)N1CCOCC1 (stereo not given)	-5.1%
CCOc1ccc(-n2c(=O)c3c(C)c(C)sc3n(Cc3ccccc3C)c2=O)cc1	0.2%
Cn1nc(/C=C/c2ccccc2)ccc1=O	-3.3%
N/C(CC(=O)NC1CCCCC1)=N\OCC(=O)Nc1ccc(Cl)c(Cl)c1	-6.1%
NC(=O)c1cc2ccncc2c2ccccc12	0.3%
Cc1ccc(NC(=O)Cn2nnc3ccccc32)c(C)c1	8.8%
O=C(Cn1nc(-c2ccccc2)ccc1=O)Nc1ccc(-n2cnnn2)cc1	9.0%
O=C(CN1C(=O)COc2ccc(S(=O)(=O)NC3CCCC3)cc21)Nc1ccc(Cl)cc1	-27.2%
COC(=O)c1ccc(COc2ccc3c(c2)CCC3)o1	-3.2%
O=C1CS/C(=N/N=C/c2cccs2)N1	-9.7%
CC1=C(C(=O)NCc2ccc(Cl)cc2)C2(CCCCCC2)OC1=O	3.7%
CCCCn1c(N)c(N(CC(C)C)C(=O)C2CCN(c3ncnc4sc(C)c(C)c34)CC2)c(=O)[nH]c1=O	-8.4%

Gathered by group: the compounds so far containing a furan ring, fused or not.
SMILES	aSyn tox rescue
COc1ccc(N2CCN(C(=O)c3ccc(CS(=O)c4cccc(Cl)c4)o3)CC2)cc1 (stereo not given)	14.1%
COC(=O)c1cc2oc3ccccc3c2n1CC(=O)Nc1cccc(SC)c1	-5.9%
Cc1cc(C)c2oc(-c3cccc(NC(=O)c4ccco4)c3)nc2c1	-12.4%
Cc1ccc(C2Nc3cc(C)c(C)cc3-n3c(-c4ccccc4)c4c(=O)n(C)c(=O)n(C)c4c32)o1 (stereo not given)	1.0%
COC(=O)c1ccc(COc2ccc3c(c2)CCC3)o1	-3.2%

(continued)
SMILES	aSyn tox rescue
O=C(Nc1ccc(F)cc1)c1ccc(-n2cncn2)c([N+](=O)[O-])c1	10.6%
CCOc1ccc(-c2cc(CCCC(=O)NCc3cccnc3)no2)cc1	-2.4%
COc1cccc(Nc2cc(C)nc3nc(C)nn23)c1	-7.7%
COc1ccc(NC(=O)CN2CCN(S(=O)(=O)c3ccc(Br)cc3)CC2)cc1	2.1%
Cc1oc2c(c1C(=O)NCc1ccccc1F)C1=NCCN1C=N2	-11.5%
Cc1ccc(C#N)c(SCc2ccccc2F)n1	-10.8%
Cc1c(C(=O)NN2CCOCC2)oc2c1ccc1ccccc12	8.0%
O=C(NCCC1=CCCCC1)c1ccc2c(c1)N(Cc1ccccc1)C(=O)c1ccccc1S2=O (stereo not given)	1.4%
COC(=O)NCc1c(C)nn(-c2ccccc2)c1-n1cccc1	12.9%
O=C(O)c1ccc(N=Nc2c(-c3ccccc3)[nH]oc2=O)cc1	-3.8%
COc1ccc2cc3cc(C(=O)N4CCN(c5cccc(Cl)c5)CC4)sc3nc2c1	2.1%
O=C(NCc1ccccc1)c1ccc(OCC2CCCO2)cc1 (stereo not given)	0.2%
O=C(NCCc1ccccc1)c1cc(-c2ccc(Cl)cc2)on1	-0.9%
CCCCN(C(=O)C1CCC(CNS(=O)(=O)c2cccc3nsnc23)CC1)c1ccccc1 (stereo not given)	?
C/C(=N\NC(=O)C1CC1)c1ccc(OC(F)F)cc1OC(F)F	-3.1%
C=CCNC(=O)COC(=O)c1ccc(C)c(NC(=O)c2ccco2)c1	7.5%
COc1ccc(CNC(=O)c2cc(-c3ccc(Cl)cc3)n[nH]2)cc1	-7.4%
Cc1ccccc1-c1nnc(SCC(=O)N(C)c2ccccc2)o1	3.4%
COc1ccc(Nc2cc(C(=O)NCCCN(C)Cc3ccccc3)c3ccccc3n2)cc1OC	-1.4%
CCc1nc2ccccc2c(C(=O)OCC(=O)C(C)(C)C)c1C	-5.5%
